HCV NS3 hel inh = blocks Hepatitis C virus NS3 helicase unwinding | inhibition, % at 10.9 µM | 290,000 compounds, 0.56% hits | NS3 helicase DNA unwinding, Cy5 molecular beacon fluorescence;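 active = inhibition above the mean of all tested compounds plus 3 SD, set per campaign, cut at about 35% in these data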;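 note: 0% = DMSO wells and 100% = thioflavine S control wells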
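Assay system: hepatitis C virus NS3 helicase domain fragment enzyme. Also added: annealed dual-labelled DNA beacon duplex, ATP-started. Timing: 1 h reaction at 25 °C, ATP-initiated. Technique: Cy5 fluorescence at 0 and 60 min, beacon hairpin quenching. Evaluation: % inhibition of unwinding. Replication: one well per compound.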
IDE cell activ = boosts human insulin-degrading enzyme activity in HEK cells; P14735; FAbeta-B cleavage, fluorescence polarization; 0% vehicle, 100% cell-free pure enzyme wells; activation, % at 5.96 µM; 340,000 compounds, 0.073% hits; AID 493087;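 active = activation above the mean of all tested compounds plus 3 SD, set per screening campaign, cut at about 17% in these data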
VIM-2 inhibitor = blocks Pseudomonas aeruginosa VIM-2 metallo-beta-lactamase. 290,000 compounds, 0.89% hits. purified VIM-2, nitrocefin hydrolysis, epi-absorbance fluorescence. inhibition, % at 5.6 µM;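 active = inhibition above the mean of all tested compounds plus 3 SD, cutoff set per screening run, cut at about 7.5% in these data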;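 note: red hydrolysis product quenches plate fluorescence so inhibitors raise well fluorescence; 0% = enzyme with DMSO and 100% = DMSO without enzyme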
SUMO HTRF inh = blocks human SUMOylation mediated by UBC9; P63279; HTRF SUMOylation assay, SAE1/SAE2 + UBC9, in vitro; inhibition, % at 35 µM; 290,000 compounds, 0.36% hits; in the data active = inhibition above about 50%, passing the limit was not always enough; note: strong numbers were not always called active
Target sequence (P63279 whole entry, looked up): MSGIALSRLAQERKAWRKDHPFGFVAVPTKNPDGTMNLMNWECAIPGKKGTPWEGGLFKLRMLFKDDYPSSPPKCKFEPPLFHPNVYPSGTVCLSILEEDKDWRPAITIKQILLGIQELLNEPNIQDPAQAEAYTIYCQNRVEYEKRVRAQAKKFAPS
IDE inh = inhibits human insulin-degrading enzyme in HEK cells | P14735 | 320,000 compounds, 0.41% hits | FAbetaB cleavage, fluorescence polarization | inhibition, % at 5.59 µM | AID 434962;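 active = percent inhibition above the average of all tested compounds plus 3 SD, set per screening campaign, cut at about 16% in these data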;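 note: IDE supplied by intact live HEK cells; FP after avidin binding of uncleaved biotin substrate so inhibition keeps polarization high; 0% = DMSO wells and 100% = 60 µM reference IDE inhibitor Ii1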
CRFBP-R2 block = blocks CRF-induced signaling of the CRF-BP/CRF-R2 complex | HEK293 CRF-R2/CRF-BP, CRF-induced calcium fluorescence | inhibition, % at 11.8 µM | 350,000 compounds, 0.59% hits | AID 588475;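 active = inhibition of the ligand-induced calcium signal above about 50% at the single tested concentration, limit read from the data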
GalR3 antagonist = human GalR3 antagonism | inhibition, % at 3 µM | O60755 | 360,000 compounds, 0.44% hits | HEK293 GalR3-CNG cAMP membrane potential fluorescence; galR3 body fused to GalR1 C-terminus;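 active = inhibition above the screen-wide average plus 3 SD, cut at about 13% in these data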;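 note: forskolin and galanin both at EC90 stimulate the cells; cAMP rise reported by CNG channel membrane potential dye signal; 0% = forskolin plus galanin with DMSO and 100% = forskolin alone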
Target sequence (O60755 1-299 limits assumed): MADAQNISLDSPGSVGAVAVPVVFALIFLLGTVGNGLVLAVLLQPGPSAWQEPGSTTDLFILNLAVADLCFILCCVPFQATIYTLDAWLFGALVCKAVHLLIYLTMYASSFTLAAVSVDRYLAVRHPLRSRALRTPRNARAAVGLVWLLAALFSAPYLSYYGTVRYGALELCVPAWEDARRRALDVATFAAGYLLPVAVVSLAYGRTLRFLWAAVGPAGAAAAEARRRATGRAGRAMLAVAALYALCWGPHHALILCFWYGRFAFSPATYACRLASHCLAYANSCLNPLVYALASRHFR
IMP-1 inh = blocks Pseudomonas aeruginosa IMP-1 metallo-beta-lactamase | purified IMP-1, nitrocefin hydrolysis, epi-absorbance fluorescence | inhibition, % at 5.6 µM | 290,000 compounds, 0.45% hits | AID 1556;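 active = inhibition above the mean plus 3 SD of all compounds in the same screening run, cut at about 4.5% in these data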;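 note: 0% = IMP-1 with DMSO and 100% = DMSO wells lacking enzyme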
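System: Purified recombinant IMP-1 metallo-beta-lactamase enzyme | Measured by: Fluorescence quenching readout, ex 480/em 530 nm | Replication: Singlicate | Incubation: 15 min preincubation plus 25 min reaction at 25 °C | Evaluation: Percent inhibition from optical density relative to buffer-blank wells | Benchmarks: DMSO with and without IMP-1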
pCIP destab = compounds decreasing mouse p/CIP protein stability | F442A p/CIP-EGFP cells, EGFP fluorescence, 16 h | decrease of EGFP signal, % at 10 µM | AID 1984 | 290,000 compounds, 0.01% hits | Q05BA5;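 active = EGFP signal decrease of at least 30% at 10 µM or well 3 SD below plate mean, unless failing retest; inactive = the rest, including hits failing retest or dose response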; note: some compounds called inactive have numbers as strong as hits; many of its hits are not listed in these tables
The depositor's hits bear a star; / = no result given.

#	HCV NS3 hel inh	compound	IDE cell activ	VIM-2 inhibitor	SUMO HTRF inh	IDE inh	CRFBP-R2 block	GalR3 antagonist	IMP-1 inh	pCIP destab
1	4	N#Cc1c(-c2ccc(F)cc2)cc(-c2cccnc2)nc1N	7	-2.8	4	2	17	-4	-0.3	-3
2	-6	Cc1cc(C(F)(F)F)n(-c2nc(C(=O)N/N=C/c3ccc(F)cc3)cs2)n1	6	-5.6	-30	3	71*	-4	-1.7	-16
3	5	C=CCn1c(SCN2C(=O)c3ccccc3C2=O)nc2ccc(Cl)cc2c1=O	4	-4.0	4	4	-2	-3	-4.8	0
4	-3	Cc1ccc(-c2nc(NCCN3CCOCC3)c3ccccc3n2)cc1	-1	-0.9	-24	4	-12	-2	-2.0	5
5	/	O=C(NCCCN1CCCC1=O)c1cccc(S(=O)(=O)Nc2ccc(Br)cc2)c1	3	/	/	0	-12	-6	/	/
6	54*	O=C(O)CN1C(=O)/C(=C/c2cccc(Cl)c2)Oc2ccccc21	1	-1.6	29	1	-7	-9	-1.7	-6
7	/	CC1CCCC(NC(=O)CSC2=Nc3ccccc3C3CC=NN23)C1C (stereo not drawn)	2	/	/	2	-1	-4	/	/
8	12	Cc1sc(NC(=O)CN2CCOCC2)c(C#N)c1C	/	-2.7	-9	7	-4	-3	-3.0	-16
9	-3	CC(C)C(=O)Nc1c(O)c2ccccc2[nH]c1=O	-1	-0.1	27	-1	5	0	-2.2	-6
10	1	O=C(NC(=S)Nc1ccc(CN2CCOCC2)cc1)c1ccco1	2	-1.1	11	-4	-6	0	-3.4	-10
11	1	CC(C(=O)N1CCc2ccccc21)n1cccc1 (stereo not drawn)	2	-2.6	15	2	-9	-2	-2.7	-5
12	4	Nc1nc(SCC(=O)N2CCCC2)[nH]c(=O)c1NC(=O)c1ccco1	-3	-4.7	-4	4	-18	/	-3.9	-5
13	-9	CC1(C)NC(=O)N(CC(O)CN(c2cccc([N+](=O)[O-])c2)S(=O)(=O)c2ccccc2)C1=O (stereo not drawn)	-1	-0.8	6	-8	3	-6	-0.5	-13
14	-8	CCOc1ccccc1NC(=O)c1nc(-c2ccccc2)oc1C	6	-0.9	-9	-5	-20	-7	-2.2	-6
15	7	Cc1nn(C)c(C(=O)N2CCOCC2)c1Cl	0	-0.8	-9	4	10	1	-2.1	1
16	-5	O=C(c1cccc(C(F)(F)F)c1)C1CCCN(Cc2cccn2-c2ncccn2)C1 (stereo not drawn)	-2	-1.4	-3	-2	-53	-11	-1.6	1
17	14	CCC(C)N1C(=O)CCC1C(=O)O (stereo not drawn)	5	0.4	15	-2	4	-3	-3.2	-2
18	-8	Cc1nn(C(=O)N2CCCCC2)c(C)c1CN1C(=O)c2ccccc2C1=O	-1	1.4	8	-2	21	7	-2.7	-8
19	12	CCOC(=O)N1CCN(C(=O)CCSc2ccccc2)CC1	3	-1.6	20	0	16	-1	-2.0	-7
20	0	Cc1cccc(NC(=O)CSc2nnnn2-c2ccc3c(c2)OCCO3)n1	-1	-6.2	-4	5	2	0	-3.9	8
21	-6	O=C(OCC(=O)N1CCOCC1)c1ccc2[nH]c3c(c2c1)CCCC3	7	0.8	13	8	9	-3	-1.3	-12
22	7	O=C(CC(=O)Nc1ccccc1C(F)(F)F)Nc1ccccc1C(F)(F)F	-1	-3.1	-4	1	-10	-8	-0.6	-15
23	5	O=C(Nc1cccc([N+](=O)[O-])c1)C1CCN(C(=O)Cc2ccccc2)CC1	-7	1.4	13	0	-1	2	-0.1	-12
24	/	CCOc1ccc(Cc2nnc(SCC(=O)Nc3ccc(OC)cc3)n(N)c2=O)cc1	-6	/	/	-2	9	-4	/	/
25	-8	CC(C)n1cc(-c2nc(C(=O)NN)cs2)c(=O)n(Cc2ccccc2)c1=O	-3	-4.1	14	3	-15	-6	-0.8	-6
26	6	CCOc1ccc(C(C)=O)cc1COC(=O)c1cccnc1SC	2	-3.2	-3	-4	40	-3	-2.7	-15
27	8	C=CCn1c(SCC(=O)c2cc(C)n(C)c2C)nnc1-c1ccncc1	4	-1.5	17	2	5	-2	-0.9	-1
28	15	Cc1ccc(N2C(=O)c3ccccc3C2C(=O)c2ccc(C)c(C)c2O)cc1 (stereo not drawn)	2	1.1	-8	1	2	-3	0.5	4
29	-4	Cc1sc2ncn(CC(=O)OCC(=O)NC(C)(C)C)c(=O)c2c1C	3	-0.7	8	3	-1	-3	-0.8	-7
30	-53	CN(C)c1nc(NN)nc(Nc2ccc(F)cc2)n1	1	-2.8	5	-1	-12	-11	-2.2	-7
31	/	O=C(OCC(=O)N1CCCc2ccccc21)c1cc(S(=O)(=O)N2CCOCC2)ccc1F	2	/	/	3	-4	8	/	/
32	-4	Cc1cc(N2C(=O)CCC2=O)ccc1NC(=O)c1cccs1	1	-0.2	18	0	11	-2	-1.6	-9
33	5	CC(=O)Nc1nnc(SCC(=O)c2ccc(F)cc2)s1	8	-1.6	-24	-4	-17	-10	-2.1	2
34	3	CCCn1nnc(NC(=O)C(C)Oc2ccc(Cl)cc2Cl)n1 (stereo not drawn)	-3	-5.3	2	10	4	-1	-5.3	-7
35	2	COc1cc(C(=S)N2CCOCC2)ccc1OS(=O)(=O)c1ccccc1[N+](=O)[O-]	-2	-0.8	-3	-2	-3	-4	-0.8	8
36	29	CCOC(=O)COc1ccc(Br)cc1/C=C\c1[nH]c(=O)[nH]c(=O)c1[N+](=O)[O-]	0	0.1	17	10	-3	-8	-3.7	-11
37	1	CCOc1ccc(C(=O)COc2ccc(NC(C)=O)cc2)cc1	-4	-4.1	-9	4	-15	-3	-2.6	2
38	-3	COc1ccc(-c2cc3nc(C)c(CCC(=O)NCc4ccc(F)cc4)c(C)n3n2)c(OC)c1	2	-0.9	18	0	-5	-2	0.0	-2
39	/	COc1ccc(-c2sc3cc4c(cc3c2C#Cc2cncn2C)OCO4)cc1	3	/	/	-3	16	-7	/	/
40	-44	CC[C@@H]1C=C(C)C[C@H](C)C[C@H](OC)[C@H]2O[C@@](O)(C(=O)C(=O)N3CCCC[C@H]3C(=O)O[C@H](/C(C)=C/[C@@H]3CC[C@@H](O)[C@H](OC)C3)[C@H](C)[C@@H](O)CC1=O)[C@H](C)C[C@@H]2OC	/	0.0	-11	/	/	/	-0.1	4
41	16	C/C(CC(=O)Nc1ccc(Cl)c(C(F)(F)F)c1)=N\NC(N)=S	-4	-4.2	-14	-4	-13	-1	-4.5	2
42	-2	COc1ccccc1CNC(=O)N1CCN(S(=O)(=O)c2ccc(Cl)cc2)CC1	-2	-1.5	0	-3	-28	-4	-3.5	-13
43	-7	CN(C(=O)COc1ccc([N+](=O)[O-])cc1)C1CCS(=O)(=O)C1 (stereo not drawn)	/	-1.2	9	-3	-12	2	-0.8	4
44	-1	CCCSc1nc(N2CCOCC2)c2c(c1C#N)CC(C)(C)SC2	-7	-1.7	-9	2	-23	0	2.6	-3
45	-1	COc1ccc(CC(=O)NNC(=O)CCC(=O)Nc2cc(C)ccc2C)cc1	-4	-3.0	4	5	11	-3	2.1	-3
46	27	Cc1ccc(NCC(=O)N/N=C/c2cccn2C)cc1	-5	-0.9	10	2	-10	-5	-0.4	-6
47	3	CCn1cc(C(=O)NCc2ccc(C)cc2)c(=O)c2cc(S(=O)(=O)N(C)C)ccc21	-3	0.8	-4	2	-12	-12	0.2	-14
48	6	CCC(CC)N1CCN(S(=O)(=O)c2ccc(OC)cc2)CC1	6	-1.5	7	1	0	-11	-1.4	0
49	-17	O=C(NCCN1CCN(c2ccccc2)CC1)Nc1ccccc1Br	-3	-1.3	-7	/	3	-11	-3.7	-19
50	/	Cc1ccc(NC(=O)C2CCN(S(=O)(=O)c3ccc(Cl)c(C(F)(F)F)c3)CC2)nc1	2	/	/	-1	-9	-3	/	/
51	-18	CCOc1ccc(-n2c(C)nc3cc(C(=O)NCc4ccc5c(c4)OCO5)ccc32)cc1	2	-1.7	-18	5	17	-4	-3.6	-3
52	12	CCc1nc(NCc2ccccc2)c(C#N)c2c1CCCC2	-5	-2.9	-4	1	-14	-2	-3.2	-1
53	/	COc1cccc([C@@H]2CC=C(C(=O)O)[C@H](c3ccccc3F)N2S(=O)(=O)c2ccc(C)cc2)c1	-4	/	/	0	0	-5	/	/
54	-4	COCCOC(=O)c1c(C)nc(SCC(=O)Nc2ccc(C)cc2)c(C#N)c1-c1ccco1	3	1.0	3	2	3	-4	-1.2	-8
55	7	Cc1onc(-c2ccccc2Cl)c1C(=O)NCc1nc(-c2ccc(C(F)(F)F)cc2)no1	-4	-0.2	-18	-9	17	-6	0.3	2
56	-6	CCOc1cc(Br)ccc1S(=O)(=O)NCc1ccccc1	-1	-2.3	20	5	35	/	-2.7	-14

Following part.
#	HCV NS3 hel inh	compound	IDE cell activ	VIM-2 inhibitor	SUMO HTRF inh	IDE inh	CRFBP-R2 block	GalR3 antagonist	IMP-1 inh	pCIP destab
57	6	CCOC(=O)C(C)n1cnc2c(nnn2Cc2ccc(C)cc2)c1=O (stereo not drawn)	1	-4.0	-6	2	15	-4	-3.6	-4
58	-2	COc1ccc(Nc2nc(N)nc(CSc3nc(C)cc(C)n3)n2)cc1	1	-3.3	5	-3	3	-6	-2.8	-8
59	/	O=S(=O)(NCC(c1ccco1)N1CCCCC1)c1cccc(C(F)(F)F)c1 (stereo not drawn)	2	/	/	0	-2	-6	/	/
60	6	O=C(CCC(=O)Nc1ccccc1)NNC(=O)c1ccccc1Cl	3	-1.9	4	3	-3	0	-1.0	12

Two compounds from above, reduced to HCV NS3 hel inh:
| cpd | smiles | HCV NS3 hel inh |
| --- | --- | --- |
| 57 | CCOC(=O)C(C)n1cnc2c(nnn2Cc2ccc(C)cc2)c1=O (stereo not drawn) | 6 |
| 58 | COc1ccc(Nc2nc(N)nc(CSc3nc(C)cc(C)n3)n2)cc1 | -2 |

Rows are unselected; overall some 3.2% were active at least once.
